Screening data as filed in PubChem BioAssay.
ERp5 block: blocks human ERp5 reductase activity on insulin; Q15084; ERp5 insulin aggregation, absorbance 650 nm, 90 min; inhibition, % at 9.99 µM; 0.05% of 350,000 active; AID 651711;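 active = mean replicate inhibition above about 25%, with every replicate also reaching it, limit read from the data, passing the limit was not always enough; inconclusive = only one of those two criteria met; inactive = neither criterion met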
PglD DTNB: PglD (C. jejuni) enzyme inhibition; inhibition, % at 12.5 µM; 0.098% of 360,000 active; purified PglD enzyme, DTNB colorimetric CoA detection; AID 602405; in the data active = inhibition above about 16%, passing the limit was not always enough; inconclusive = no clear call, values can overlap the other calls; also: strong numbers were not always called active
SIRT5 inh: sirtuin-5 (human) deacylase inhibition; Purified SirT5, succinyl-peptide AMC, trypsin-coupled fluorescence; Q9NXA8; inhibition, % at 15 µM; AID 652115; 1.1% of 330,000 active; in the data active = inhibition above about 15%; inconclusive = no clear call, values can overlap the other calls
Target sequence (Q9NXA8 whole entry, looked up): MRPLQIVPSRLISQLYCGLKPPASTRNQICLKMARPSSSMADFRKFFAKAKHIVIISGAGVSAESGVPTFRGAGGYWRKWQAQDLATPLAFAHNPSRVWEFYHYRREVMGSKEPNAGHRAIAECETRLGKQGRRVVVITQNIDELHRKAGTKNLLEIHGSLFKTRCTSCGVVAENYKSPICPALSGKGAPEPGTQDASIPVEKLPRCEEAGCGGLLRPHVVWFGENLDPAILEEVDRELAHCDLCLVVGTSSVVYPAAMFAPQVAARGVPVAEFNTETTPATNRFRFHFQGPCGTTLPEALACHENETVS
S100A4 MyoIIA: S100A4-myosin IIA interaction inhibition. P26447. S100A4/TAMRA-MyoIIA peptide fluorescence polarization. inhibition, % at 10.7 µM. 0.14% of 360,000 active;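 active = mean inhibition of at least 70% across replicates, with every replicate also reaching that level; inconclusive = mean inhibition reaches 70% but some replicates fall short; inactive = mean inhibition below 70%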
Target sequence (P26447 whole entry, looked up): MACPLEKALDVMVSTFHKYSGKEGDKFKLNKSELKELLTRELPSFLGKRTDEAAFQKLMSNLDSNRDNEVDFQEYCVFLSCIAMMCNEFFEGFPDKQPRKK
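assay system = human S100A4 monomer with TAMRA-labelled myosin IIA peptide | also added = labelled myosin peptide probe, 5 nM | incubation = 5 min between mix addition and reading | control set = DMSO and TFP controls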
C2C12 statin: protects C2C12 myotubes from simvastatin toxicity | ATP luminescence, 48 h; scaled: DMSO 0, geranylgeraniol control 100 | rescue of ATP level, % at 7.49 µM | 0.78% of 330,000 active;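 active = mean ATP rescue above about 67%, or every replicate alone reaching that limit, limit read from the data, passing the limit was not always enough; inconclusive = no clear call, values can overlap the other calls; inactive = mean under the limit and some replicate under it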;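 also: myotubes were challenged with 10 µM simvastatin during compound exposure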
E-sel inducer: induces E-selectin expression in human endothelial cells; HUVEC E-selectin immunofluorescence imaging; normalized: neutral wells 0, TNF-alpha wells 100; activation, % at 7.58 µM; 0.37% of 260,000 active;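 active = mean E-selectin-positive cell signal at least 10% of the positive control, reached in at least 60% of replicates, without over 20% cell loss; inconclusive = no rule given, readout overlaps actives, possibly toxicity-flagged; inactive = the rest, including those meeting only one limit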;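 also: in these data hits start at about 27%; measured in HUVEC primary endothelial cells; signal is the percent of cells scored E-selectin positive by PE staining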
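System: HUVEC / Compound: single concentration / Signal: immunofluorescence imaging / Read-out: percent E-selectin-positive cells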
DENV2 CPE: DENV2-induced cell death inhibition. DENV2-infected cells, cytopathic effect rescue, plate reader. CPE inhibition, % at 9.99 µM. 1.7% of 350,000 active. AID 651640; in the data active = CPE inhibition above about 20%, passing the limit was not always enough; inconclusive = no clear call, values can overlap the other calls; tested in BHK-21 cells;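 also: 0% = median of neutral control wells and 100% = median of positive control wells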
An asterisk follows results filed as active; ? = inconclusive; . = no result given; & = joins results of further samples. This is a subset; the hit share may differ from the screen's.

Every second line gives: ERp5 block, SIRT5 inh, S100A4 MyoIIA, DENV2 CPE, C2C12 statin, E-sel inducer, PglD DTNB
#1 C[C@@H]1CN([C@@H](C)CO)C(=O)CCCn2nncc2CO[C@@H]1CN(C)S(=O)(=O)c1ccccc1C#N
  2.6&-15.6, -0.9&0.5, 4.3&-9.3, ?, 7.2, -0.1&0.1, 0.1
#2 COc1ccc(NC(=O)c2ccccc2O)c(OC)c1
  3.4, 1.7, 1.7, -1.3, -23.1, ., -3.5
#3 CCC(=O)N(C)C[C@H]1Oc2ncc(-c3ccc(C#N)cc3)cc2C(=O)N([C@@H](C)CO)C[C@@H]1C
  -0.8, -6.7, -5.4, -7.7, -15.8, 0.5, 1.6
#4 CCCn1c(SCC(=O)NC2CCCCC2)nnc1C1CC1
  -4.2, 0.0, -4.4, -1.8, 14.2, ., 4.8
#5 C/C=C/c1ccc(C2[C@H]3CNC[C@@H]2N3C(=O)NC(C)C)cc1 (some centres undefined)
  2.2, -1.2, -2.4, 2.7, ., 0.1, .
#6 C/C(=C\C(=O)Nc1cscc1C)C(=O)O
  2.0, -0.4, -3.8, 0.4, ., 9.9, .
#7 O=C(Nc1ccc2c(c1)OCCO2)C1CCN(S(=O)(=O)c2ccccc2)CC1
  10.9, -5.7, -12.1, 1.4, -5.9, -0.7, 1.0
#8 CSc1ccc(/C=C(\NC(=O)c2ccccc2)C(=O)NN)cc1
  1.8, -1.9, -1.1, -1.1, ., 10.4, -2.4
#9 Cc1noc(C)c1S(=O)(=O)Nc1ccc2c(c1)C(=O)N([C@H](C)CO)C[C@H](C)[C@H](CN(C)C(=O)Nc1ccc3c(c1)OCO3)O2
  -1.0, 0.3, -10.5, -5.5, -28.3, ., -10.9
#10 CN(C)CC(=O)Nc1ccc2c(c1)[C@H]1C[C@@H](CC(=O)NCc3ccncc3)O[C@H](CO)[C@H]1O2
  -6.1, -4.3, -8.9, 6.3, 0.0, 0.5, -0.1
#11 CCOC(=O)C1(C)NC(c2ccco2)C2C(=O)N(CC)C(=O)C21 (centres undefined)
  1.4, ., 0.9, -2.4, ., ., .
#12 COc1ccccc1C#Cc1ccc2c(c1)O[C@@H](CN(C)C)[C@H](C)CN([C@H](C)CO)S2(=O)=O
  0.4, -17.9, 5.4, 13.3, -32.6, 0.3, -8.5
#13 CC(C)(C)c1ccc(S(=O)(=O)NC(=O)C2(C)CCN2C(=O)Cc2ccc(Cl)cc2Cl)cc1 (centres undefined)
  5.3, 5.4, -5.3, -3.6, 0.2, -2.5, 1.9
#14 C[C@H]1CN([C@@H](C)CO)C(=O)c2cc(C#Cc3cccc(F)c3)cnc2O[C@H]1CN(C)Cc1ccccn1
  -2.7, 0.0, 4.1, ?, 1.3, ., 6.9
#15 COc1ccc2c(c1)C1=NN(/C(C)=C/C(C)=O)C(c3ccc(F)cc3)C1CC2 (centres undefined)
  2.0, ., -3.2, ., ., 0.4, 2.1
#16 CC(C)C(=O)Nc1ccc(C(=O)NNC(=O)CCc2ccccc2)cc1
  6.8, -3.8, -1.6, 9.8, ., -1.7, -1.3
#17 Cc1ccc(-c2cnc3c(c2)C(=O)N([C@H](C)CO)C[C@@H](C)[C@H](CN(C)C(=O)Cc2ccncc2)O3)cc1
  -2.8, 2.5, -15.7, -1.4, 9.7, 0.4, -0.5
#18 CCNc1nc(=S)nc(NC(C)C)[nH]1
  2.1, -2.6, 4.6, -0.6, ., ., .
#19 CCOC(=O)N1CCC(c2cc(=O)n3[nH]ccc3n2)CC1
  1.3, -6.2, -3.4, -0.5, -2.0, 0.0, -5.1
#20 Cc1ccc(CN2C3CCCC2CC(NC(=O)c2ccc(F)cc2)C3)cc1 (centres undefined)
  0.3, -0.8, -1.2, -1.8, -13.3, 0.4, 5.4
#21 COc1cc(CCC(=O)OCC(=O)Nc2ccc(C)cc2Cl)cc(OC)c1OC
  -2.8, -2.0, -2.5, -3.7, 4.6, ., -2.9
#22 CCOc1ccc(N(CC(=O)Nc2ccccc2C)S(=O)(=O)c2c(C)noc2C)cc1
  -3.9, ., 2.8, -2.2, 3.6, ., -1.0
#23 COc1cc(/C=C/C(=O)N2CCN(c3n[nH]c(=O)[nH]c3=O)CC2)cc(OC)c1OC
  6.2, 1.3, -0.3, 8.3, 13.1, ., -1.0
#24 COC(=O)CN1C(=O)NC2(CCCc3ccccc32)C1=O (centres undefined)
  3.2, -3.6, -0.3, -5.3, 7.9, 12.4, -4.2
#25 Cc1ccccc1C(=O)Nc1ccc(C(=O)N/N=C/c2ccc(O)cc2)cc1
  -0.3, -0.2, 0.1, 1.1, 18.7, ., -3.4
#26 COc1ccc(C#Cc2ccc3c(c2)[C@@H]2[C@@H](CCN2C(=O)C2CCOCC2)[C@@H](CO)N3)cc1
  ., ., ., ., 20.3, -0.1, -5.4
#27 CCOC(=O)C(C(=O)OCC)C(C[N+](=O)[O-])c1ccccc1 (centres undefined)
  1.8, 0.8, -0.2, -2.1, ., 0.0, .
#28 CCC/C(=N\NC(=O)CNC(=O)c1ccc(Cl)cc1)c1ccccc1
  1.1, -2.8, 6.7, -4.0, ., 4.2, .
#29 C[C@H]1CN([C@@H](C)CO)C(=O)c2cc(NC(=O)Cc3cn(C)c4ccccc34)ccc2O[C@@H]1CN(C)S(=O)(=O)c1ccc(Cl)cc1
  -5.4, 4.2, -2.5, -4.5, -23.3, 0.0, 4.4
#30 COc1ccc(S(=O)(=O)NCCOc2ccccc2)cc1F
  7.5, -0.5, 6.9, -2.9, 1.6, -0.1, 0.5
#31 Cc1cccc(NC(=O)CCCSc2nc3ccccc3[nH]2)c1
  1.4, 1.5, 0.3, 10.7, ., ., .
#32 Cc1nn(-c2ccccc2)nc1C(=O)Nc1ccccc1C(=O)NCC1CC1
  5.8, ., -5.6, -7.0, ., 0.7, .
#33 O=C(NNC(=S)NC(=O)c1cn(-c2ccccc2)nc1-c1ccccc1)c1ccncc1
  -2.1, -3.1, 8.4, 0.1, ., 0.1, .
#34 O=C1c2ccccc2C(=O)N1c1n[nH]c(CCc2ccccc2)n1
  6.7, -5.1, -0.3, -0.4, 9.3, ., -6.6
#35 COc1ccc(NC(=O)N(C)C[C@@H]2Oc3ccc(NC(=O)Nc4ccc(F)cc4)cc3C(=O)N([C@@H](C)CO)C[C@H]2C)cc1
  -3.1, 0.9, 4.0, -4.0, 9.4, 0.0, 3.4
#36 Cc1nnc(SC(C)C(=O)NC2CCCCC2)s1 (centres undefined)
  0.5, -6.2, -3.0, -3.1, 2.5, -0.1, 0.3
